14-3-3 PPI = modulators of 14-3-3 gamma protein binding, primary screen, biochemical, fluorescence polarization. 14-3-3 protein gamma (Homo sapiens), P61981. FP, 14-3-3gamma / TMR-pS259-Raf peptide binding. inhibition, % at 40 µM. 160,000 tested, 0.19% active; in the data active = inhibition above about 30%;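 note: 0% = protein plus tracer without compound and 100% = blank with tracer alone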
Target sequence (P61981 whole entry, looked up): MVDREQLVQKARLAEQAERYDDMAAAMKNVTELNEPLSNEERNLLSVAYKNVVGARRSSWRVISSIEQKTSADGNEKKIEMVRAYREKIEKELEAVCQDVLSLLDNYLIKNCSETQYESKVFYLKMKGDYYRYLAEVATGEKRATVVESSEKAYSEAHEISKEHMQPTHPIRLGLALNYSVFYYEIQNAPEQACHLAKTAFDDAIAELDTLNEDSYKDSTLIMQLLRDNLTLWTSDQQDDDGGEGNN
* marks the source's active call; other numbers are inactive results; & = joins results of further samples. An excerpt; count on the stated rates, not on these rows.

| Compound | 14-3-3 PPI |
| --- | --- |
| CC(=O)N1c2ccccc2N=C(c2ccc(I)cc2)CC1c1ccc(F)cc1 (stereo not drawn) | -1 |
| COc1ccc(C(=O)Nc2ccc3c(c2)Cc2ccccc2-3)cc1[N+](=O)[O-] | -8 |
| Cc1sc2ncn(CC(=O)NCCCN3CCCCCC3)c(=O)c2c1S(=O)(=O)N1CCCCC1 | -49 |
| COc1cc(NC(=O)c2cc(-c3ccco3)on2)c(OC)cc1Cl | -1&-193 |
| COc1ccccc1N1CCN(C(=O)CCc2ccc(S(=O)(=O)NCC(C)C)cc2)CC1 | -4 |
| Cc1nc2ccc(S(=O)(=O)NC(C(=O)Nc3nccs3)C(C)C)cc2s1 (stereo not drawn) | -2 |
| Cc1ccccc1NC(=O)c1c(O)c2cccc3c2n(c1=O)CC3 | 1&-4 |
| CN1CCN(c2nc3c(c(=O)[nH]c(=O)n3C)n2CC(N)=O)CC1 | -11 |
| O=C(CC1N=C2c3ccccc3N=C(SCc3ccc(F)cc3)N2C1=O)NCc1cccs1 (stereo not drawn) | 2 |
| O=C1CN(C(=O)c2ccc(S(=O)(=O)N3CCCC3)cc2)C(c2ccc(F)cc2)c2cc(Br)ccc2N1 (stereo not drawn) | -14 |
| O=C(CSCCO)Nc1cc(C(F)(F)F)ccc1Cl | -6 |
| CC(=O)C1=C(C)Nc2ncnn2C1c1ccc(Br)cc1 (stereo not drawn) | 3 |
| O=C(O)c1ccc(N2CC3CC(C2)c2cccc(=O)n2C3)c(NS(=O)(=O)c2ccc3c(c2)OCCO3)c1 (stereo not drawn) | 3 |
| CC(=O)Nc1ccc(Nc2c3c(c(C#N)c4nc5ccccc5n24)CCCC3)cc1 | -7 |
| CCOc1ncccc1C(=O)Nc1ccc(OC)c(Cl)c1 | -8 |
| O=C(CSc1nc2ccccc2o1)OCC(=O)N1c2ccccc2Sc2ccccc21 | -13 |
| O=C(NCCc1ccccc1)C1CCN(S(=O)(=O)N2CCOCC2)CC1 | 6 |
| Cc1ccc(CNC(=O)CCC(=O)Nc2nc(-c3cc4cc(Cl)ccc4oc3=O)cs2)o1 | 5 |
| O=C(c1ccc([N+](=O)[O-])cc1)N1CCc2ccccc2C1 | -1 |
| Cc1c(C(=O)N(C)C)sc2c1c(=O)n(-c1ccc(Cl)cc1)c(=O)n2Cc1ccccc1F | 6 |
| CC1(C)Nc2ccccc2N(Cc2ccccc2)C1=O | -3 |
| CN(C)c1ccc(Nc2nc(-c3ccc(O)cc3O)cs2)cc1 | -3 |
| CC(C)C(C(=O)O)N1C(=O)NC2NC(=O)NC21 (stereo not drawn) | -1 |
| O=C(Nc1cccc(-c2nc3ccccc3[nH]2)c1)C12CC3CC(CC(C3)C1)C2 | -1 |
| COc1cccc(C2CC(=O)Nc3c2c(=O)n(C)c(=O)n3C)c1OC (stereo not drawn) | 0 |
| CCOc1ccc(-n2c(C=Cc3ccc(F)cc3)nc3cc(OC)c(OC)cc3c2=O)cc1 | 4 |
| CNC(=O)CN(CCc1ccccc1)S(=O)(=O)c1ccc(OC)cc1 | -5 |
| CCOC(=O)c1cc2c(=O)n3ccccc3nc2n(C)c1=NC(=O)c1ccc(C)c(C)c1 | -14 |
| Cn1nnnc1SCc1ccc(F)cc1 | -20 |
| COc1ccc(-c2cc(C(=O)Nc3ccc(C)cc3)c3ccccc3n2)cc1 | -14 |
| CSCCC(NS(=O)(=O)c1ccc2c(c1)c(=O)n(C)c(=O)n2C)C(=O)Nc1nccs1 (stereo not drawn) | -10 |
| CCC(C)C(N)C(=O)NC(CCC(=O)OCc1ccccc1)C(N)=O (stereo not drawn) | -8 |
| Cc1ccc(NC(=O)CCC(=O)OCC(F)(F)C(F)F)cc1 | 1 |
| Cc1ccc(C(=O)NCC2CCCO2)o1 (stereo not drawn) | -2 |
| Cc1nc(SCC(=O)Nc2cccc3ccccc23)c(C#N)c(C)c1Cl | -17 |
| C#CCN1C(=O)C(O)(CC(=O)c2ccccn2)c2cc(Br)ccc21 (stereo not drawn) | -14 |
| COc1ccc(C(c2nnnn2C2CCCCC2)N2CCN(c3ccc(OC)cc3)CC2)cc1 (stereo not drawn) | 6 |
| CCc1nnc(NC(=O)CSc2nnc(-c3ccncc3)n2Cc2ccccc2)s1 | -6 |
| COc1ccc(OC)c(-c2cc(C(=O)NCCCn3ccnc3)no2)c1 | -7&-6 |
| Cc1ccc(N=Cc2c(C)c(Cl)c(C)c([N+](=O)[O-])c2O)c(C)c1 | -22 |

Pulled by compound from the entries so far:
| Compound | 14-3-3 PPI |
| --- | --- |
| CCOc1ccc(-n2c(C=Cc3ccc(F)cc3)nc3cc(OC)c(OC)cc3c2=O)cc1 | 4 |
| Cn1nnnc1SCc1ccc(F)cc1 | -20 |
| CCC(C)C(N)C(=O)NC(CCC(=O)OCc1ccccc1)C(N)=O (stereo not drawn) | -8 |
| COc1ccc(C(c2nnnn2C2CCCCC2)N2CCN(c3ccc(OC)cc3)CC2)cc1 (stereo not drawn) | 6 |
| O=C(Nc1cccc(-c2nc3ccccc3[nH]2)c1)C12CC3CC(CC(C3)C1)C2 | -1 |

(continued)
| Compound | 14-3-3 PPI |
| --- | --- |
| COc1ccc(N(C)S(=O)(=O)c2ccc3c(c2)CCN3C(C)=O)cc1 | 5 |
| CCCSc1nc2c(c(=O)n(C)c(=O)n2C)n1Cc1ccc(F)cc1 | -1 |
| Cc1ccnc(N2C(=O)C3C4c5ccccc5C(c5ccccc54)C3C2=O)c1 (stereo not drawn) | -4 |
| C=CCn1c(SCC(=O)Nc2ccc(NC(=O)c3ccco3)c(OC)c2)nnc1-c1ccncc1 | -14 |
| CCOC(=O)c1cc2c(=O)n3ccccc3nc2n(CCCOC)c1=NC(=O)c1ccc(C)c(C)c1 | -1 |
| O=C(COc1ccc(Cl)cc1)NCc1nnc(SCC(=O)NCc2ccc3c(c2)OCO3)o1 | 4 |
| Cc1cccc2cc(CN(CCc3ccccc3)C(=O)N3CCOCC3)c3nnnn3c12 | 1 |
| CC(C)NCc1c(O)c(Br)cc2oc3c(c12)CCCC3 | -7 |
| COc1cc(Cl)c(C)cc1NC(=O)c1oc(=O)c2ccccc2c1-c1ccccc1 | -23 |
| O=C(c1cccn2c(=O)c3sccc3nc12)N1CC=C(c2ccccc2)CC1 | -75 |
| Cc1cccc(NC(=O)CSc2nnc(NC(=O)CN3CCOCC3)s2)c1 | -2&-4 |
| COC(=O)Nc1nnc(-c2ccncc2)s1 | 4 |
| C=CCOc1nc2c(c(=O)n(Cc3ccc(Cl)c(Cl)c3)c(=O)n2C)n1C | -4 |
| O=C(Nc1cccc(-c2nc3cccnc3s2)c1)c1ccco1 | 2 |
| Cc1c(OC(=O)c2cccs2)ccc2c3c(c(=O)oc12)CCC3 | -8 |
| Cc1cccc(NC(=O)CCC(=O)O)n1 | 1 |
| O=C(c1ccc2c(c1)OCO2)N(Cc1ccccc1)Cc1ccccc1 | -7 |
| CC1CCN(c2nc3c(c(=O)n(C)c(=O)n3C)n2Cc2cccc(Cl)c2)CC1 | -5 |
| CCCNC(=O)c1n[nH]c(=O)c2ccccc12 | -2 |
| C=CCNC(=O)c1ccc2c(=O)n(Cc3ccco3)c(=S)[nH]c2c1 | -16 |
| COC(=O)c1[nH]c2ccc(Cl)cc2c1NC(=O)CN1CCc2cc(OC)c(OC)cc2C1 | -4 |
| CC(=O)c1c(CSCc2ccccc2)oc2ccc(O)c(CN(C)C)c12 | -7 |
| CCn1nnnc1SCC(=O)Nc1nnc(C(C)C)s1 | -2 |
| Cn1c(CCNC(=O)c2cccs2)nnc1SCC(=O)Nc1nc(-c2ccccc2)cs1 | -4 |
| O=C(CCC1CCCCC1)Nc1nnc(Cc2ccc(Cl)cc2)s1 | 2 |
| Cc1cccc(C)c1NC(=O)c1c(-c2ccccc2Cl)noc1C | -4 |
| COC(=O)c1c(NC(=O)COc2cccc(Br)c2)sc2c1CCC(C)C2 (stereo not drawn) | -10 |
| COc1ccc(-c2nc3cccc(C)n3c2NCc2ccco2)cc1OC | -4 |
| N#CC1=C(N)C(C#N)(C#N)[C@H](c2ccsc2)[C@H]2COCC=C12 | -6 |
| CCOC(=O)CSc1nnc(CNC(=O)c2ccc(S(=O)(=O)N3CCCC3)cc2)n1C | -4 |
| CCc1ccc(NC(=O)CSc2nc3c(c(=O)n2-c2ccccc2OC)SCC3)cc1 | -81 |
| COc1cc(C(=O)Nc2ccc3c(c2)OCCO3)c(-n2cnnn2)cc1OC | 3 |
| Cc1ccc(NC(=O)c2ccc3c(=O)n(Cc4ccco4)c(=S)[nH]c3c2)cc1F | -22 |
| O=C(NCC1CCCO1)Nc1ccccc1 (stereo not drawn) | -6 |
| Cc1ccc2oc(=O)c3cc(C(=O)N4CCN(c5ncccn5)CC4)sc3c2c1 | -3 |
| CCc1nnc2c3c4c(sc3nc(C)n12)CCCC4 | -9 |
| Cn1c(=O)c2c(nc(Nc3ccccc3)n2CCO)n(C)c1=O | -9 |
| CCOc1ccc2nc(SCCC(=O)Nc3ccccc3Br)sc2c1 | -33 |
| CS(=O)(=O)N1CCCC(C(=O)NCc2ccc(F)cc2)C1 (stereo not drawn) | 4&0 |
| O=C(O)c1ccc(OCC(O)Cn2cnc3ccccc32)cc1 (stereo not drawn) | -2 |

Brought forward from above: three compounds, then new ones.
| Compound | 14-3-3 PPI |
| --- | --- |
| CCOc1ccc2nc(SCCC(=O)Nc3ccccc3Br)sc2c1 | -33 |
| CS(=O)(=O)N1CCCC(C(=O)NCc2ccc(F)cc2)C1 (stereo not drawn) | 4&0 |
| O=C(O)c1ccc(OCC(O)Cn2cnc3ccccc32)cc1 (stereo not drawn) | -2 |
| CC(=O)Nc1c(-c2ccc(F)cc2)nc2ccccn12 | -8&-18 |
| CC(=O)Nc1cc(C(=O)NCc2ccc(C)cc2)ccc1S(=O)(=O)c1ccc(C)cc1 | -4 |
| Cc1cc(N(C)C)c(C#N)c(N2CCCCC2)n1 | -7&-7 |
| O=C1C2C3C=CC(CC3)C2C(=O)N1c1cccc([N+](=O)[O-])c1 (stereo not drawn) | -1 |
| Cn1c(=O)c2cc(S(=O)(=O)N3CCCC3)ccc2n(C)c1=O | -2 |
| Cn1cc(C(=O)NC2CCCCC2)c(=O)c2cc(S(=O)(=O)N3CCCCCC3)ccc21 | -2 |
| CCOC(=O)c1cc(C)sc1NC(=O)c1cccc2ccccc12 | 0 |
| Nc1ccc(C23CC4CC(CC(O)(C4)C2)C3)cc1 | -9 |
| CSc1nnc2c(n1)OC(c1ccsc1)N(C(C)=O)c1ccccc1-2 (stereo not drawn) | -2 |
| CC(C)OCCCNC(=O)C1CCN(S(=O)(=O)N2CCCC2)CC1 | -2 |
| CCn1c(=O)cc(OCC(=O)Nc2ccc3c(c2)OCCO3)c2ccccc21 | 1 |
| COc1ccccc1N1CCN(c2nc(C)nc3sc4c(c23)CCCC4)CC1 | 5 |
| CC(=O)N(c1ccc2oc3c(c2c1)CCCC3)S(=O)(=O)c1ccc(C)cc1C | 0 |
| O=C(CN1CCC(O)(c2ccccc2F)CC1)NCCc1c[nH]c2ccccc12 | 3 |
| Cc1cc(N2CCOCC2)nc2ccc(NC(=O)CCC(=O)N3CCN(c4cccc(Cl)c4)CC3)cc12 | -2 |
| CN(C)S(=O)(=O)Nc1ccc(OCc2ccccc2)cc1 | -20 |
| CC(=O)N1CCN(c2ccc(NC(=O)c3cccc([N+](=O)[O-])c3C)cc2)CC1 | -3 |
| O=C(Nc1ccc(S(=O)(=O)N2CCCCCC2)cc1)C1CCCO1 (stereo not drawn) | -17 |
| NC(N)=Nc1nc(-c2ccccc2)c2ccccc2n1 | -14 |
| N#Cc1cn(Cc2cccc(Cl)c2)c2ccccc12 | -6 |
| O=C(O)Cc1ccc(NCc2cccc(OCc3ccccc3)c2)cc1 | -4 |
| COc1ccc2c(c1)CCc1c(C(=O)Nc3cccc(Cl)c3)noc1-2 | 7 |
| CCOc1ccc(C(=O)Nc2ccc(Cc3ccncc3)cc2)cc1Cl | -2 |

2 consecutive entries out of the list so far, for reference:
| Compound | 14-3-3 PPI |
| --- | --- |
| CC(=O)N1c2ccccc2N=C(c2ccc(I)cc2)CC1c1ccc(F)cc1 (stereo not drawn) | -1 |
| COc1ccc(C(=O)Nc2ccc3c(c2)Cc2ccccc2-3)cc1[N+](=O)[O-] | -8 |

As entered above.
Under 14-3-3 PPI, `O=C(O)Cc1ccc(NCc2cccc(OCc3ccccc3)c2)cc1` is listed with -4
Under 14-3-3 PPI, `Cc1ccc(CNC(=O)CCC(=O)Nc2nc(-c3cc4cc(Cl)ccc4oc3=O)cs2)o1` is listed with 5

From PubChem
